GLD-1 TGE inh: GLD-1/TGE RNA complex disruptors, primary screen, biochemical, fluorescence polarization; purified GLD-1 + fluorescein TGE RNA; inhibition, % at 5.96 µM; 320,000 tested, 0.44% active;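 active = percent inhibition above a per-plate cutoff, the plate mean of test compounds plus 3 SD, cut at about 30% in these data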;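 note: 0% = DMSO wells with GLD-1 and probe and 100% = wells lacking GLD-1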
MCL1-BIM inh: inhibitors of MCL1 binding to BIM-BH3, primary screen, biochemical, fluorescence polarization; Induced myeloid leukemia cell differentiation protein Mcl-1 (Homo sapiens), Q07820; GST-MCL1 / FITC-Bim-BH3 fluorescence polarization; inhibition, % at 10.9 µM; 320,000 tested, 0.68% active; AID 2057, 2009;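 active = inhibition above the mean inhibition of all tested compounds plus 3 SD, set per campaign, cut at about 40% in these data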;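 note: 0% = DMSO wells and 100% = unlabeled Bim-BH3 peptide control; higher means more loss of mP so more displacement of Bim peptide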
Target sequence (Q07820 whole entry, looked up): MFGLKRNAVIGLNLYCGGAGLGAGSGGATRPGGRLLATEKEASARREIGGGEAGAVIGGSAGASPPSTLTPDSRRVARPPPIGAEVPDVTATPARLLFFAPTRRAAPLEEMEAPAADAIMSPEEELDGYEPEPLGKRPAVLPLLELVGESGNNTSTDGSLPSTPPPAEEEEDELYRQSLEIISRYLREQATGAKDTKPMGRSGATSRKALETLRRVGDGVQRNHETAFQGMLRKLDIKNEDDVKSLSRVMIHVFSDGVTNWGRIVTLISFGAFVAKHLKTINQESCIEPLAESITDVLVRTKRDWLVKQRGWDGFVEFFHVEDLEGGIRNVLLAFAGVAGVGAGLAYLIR
ZTA counter: blocks Epstein-Barr virus ZTA, an EBNA-1 counter-screen; P03206; ZTA-DNA binding, fluorescence polarization; inhibition, % at 11 µM; 320,000 tested, 0.15% active; in the data active = inhibition above about 33%
Yeast superoxide: reduction of superoxide in aged yeast, primary screen, HTS. superoxide response (% of plate mean), % at 10 µM. 330,000 tested, 0.18% active. S. cerevisiae aged cells, superoxide DHE fluorescence; active compounds read low;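 active = superoxide response under a set limit, about three screen SD below normal, cut at about 65% in these data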;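 note: yeast aged for seven days with compound at 30 °C before DHE staining; 100% = average MFI of all compound-treated wells on the plate with controls excluded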
Bcl-xL primary: inhibitors of human Bcl-xL, primary screen, biochemical, fluorescence polarization, HTS | Bcl-2-like protein 1 (Homo sapiens), Q07817 | GST-Bcl-xL / FITC-Bim BH3 peptide fluorescence polarization | inhibition, % at 10.9 µM | 320,000 tested, 0.7% active;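 active = inhibition above the mean of all tested compounds plus 3 SD, cutoff set per campaign, cut at about 30% in these data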;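 note: 0% = DMSO wells and 100% = unlabeled Bim-BH3 peptide competitor; inhibitors lower millipolarization by displacing the labeled peptide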
Target sequence (Q07817 whole entry, looked up): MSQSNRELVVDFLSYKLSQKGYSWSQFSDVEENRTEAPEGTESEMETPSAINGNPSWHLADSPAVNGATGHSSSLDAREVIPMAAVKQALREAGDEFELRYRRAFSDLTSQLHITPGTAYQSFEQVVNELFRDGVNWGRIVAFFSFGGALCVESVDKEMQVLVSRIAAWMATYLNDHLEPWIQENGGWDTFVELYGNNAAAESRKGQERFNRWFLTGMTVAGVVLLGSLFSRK
MEX-5 binding: MEX-5 zinc finger RNA-binding disruptors – biochemical, C. elegans, fluorescence polarization, MLPCN library, primary screen | Zinc finger protein mex-5 (Caenorhabditis elegans), Q9XUB2 | MEX-5/FITC-TCR2 RNA binding; active compounds read low | activity score (negative = inhibition of binding), % at 10 µM | 300,000 tested, 0.38% active;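 active = inhibition past about -25% in most replicates, and total fluorescence under double the plate's negative control median, limit read from the data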;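 note: 0% = DMSO and -100% = 5 µM competing unlabeled TCR2 RNA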
Target sequence (Q9XUB2 whole entry, looked up): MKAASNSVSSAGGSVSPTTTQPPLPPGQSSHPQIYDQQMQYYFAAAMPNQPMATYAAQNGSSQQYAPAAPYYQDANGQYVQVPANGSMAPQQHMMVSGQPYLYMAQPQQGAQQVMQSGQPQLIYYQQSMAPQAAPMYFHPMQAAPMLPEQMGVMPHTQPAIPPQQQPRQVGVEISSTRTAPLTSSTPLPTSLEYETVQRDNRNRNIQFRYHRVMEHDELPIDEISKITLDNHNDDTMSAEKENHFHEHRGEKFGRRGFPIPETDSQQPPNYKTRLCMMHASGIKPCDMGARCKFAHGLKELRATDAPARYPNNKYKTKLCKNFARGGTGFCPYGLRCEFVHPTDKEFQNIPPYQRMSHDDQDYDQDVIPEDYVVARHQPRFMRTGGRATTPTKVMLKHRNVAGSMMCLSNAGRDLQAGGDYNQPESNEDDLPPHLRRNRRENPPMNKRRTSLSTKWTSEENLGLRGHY
Efflux pump inh: inhibitors of Candida efflux pumps in yeast, primary screen, S. cerevisiae, Nile Red, multiplex | inhibition, % at 10 µM | AID 485275, 2010 | S. cerevisiae Candida pump triplex | 330,000 tested, 0.44% active;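 active = plate passing quality check with inhibition over a set limit, or well fluorescence over plate mean plus 4 SD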;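 note: Nile Red retained in pooled yeast measured as flow cytometry median fluorescence; 0% = buffer negative control and 100% = Enniatin B positive control; higher means more Nile Red kept so more efflux inhibition; some compounds called inactive have numbers as strong as hits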
EBNA-1 inh: EBNA-1 DNA-binding inhibitors, primary screen, biochemical, fluorescence polarization; inhibition, % at 14.8 µM; 300,000 tested, 0.34% active; in the data active = inhibition above about 28%
Fam108B inh: mouse Fam108B serine hydrolase inhibitors, primary screen, counter-screen for RBBP9 inhibitor project, biochemical, fluorescence polarization; 300,000 tested, 0.33% active; inhibition, % at 9.51 µM; AID 1947, 2009; recombinant Fam108B, FP-Rh probe fluorescence polarization;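 active = inhibition above the screen mean inhibition plus 3 SD, computed separately per campaign, cut at about 18% in these data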;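 note: inhibitors lower polarization as less probe binds the enzyme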
The depositor's hits bear a star; nt = no result given. Compounds were not picked by outcome. Share with any hit: about 2.3%.

No.	SMILES	GLD-1 TGE inh	MCL1-BIM inh	ZTA counter	Yeast superoxide	Bcl-xL primary	MEX-5 binding	Efflux pump inh	EBNA-1 inh	Fam108B inh
1	CN(C)c1ccsc1C(=O)NNS(=O)(=O)c1ccc(Cl)cc1	5	-1	-20	98	0	0.6	-0.1	-6	-3
2	COc1ccc(CCN2CCCC(CN(C)C(=O)c3cc(C)oc3C)C2)cc1 (stereo not drawn)	6	2	-3	91	2	1.3	0.0	12	2
3	CC1CN(C(=O)c2ccncc2)CC(C)O1 (stereo not drawn)	7	6	-11	121	2	-1.6	0.2	-10	-2
4	COc1ccc(CN2CCCC2C(=O)Nc2ccc(OC)c(OC)c2)cc1OC (stereo not drawn)	-2	11	-6	103	0	0.4	0.1	5	0
5	NC(=O)C1CCN(C(=O)CCCCCn2c(=O)[nH]c3ccsc3c2=O)CC1	3	-1	-12	84	3	-2.0	-0.4	6	4
6	NS(=O)(=O)c1cccc(NC(=O)COC(=O)CCc2ccccc2)c1	-3	-14	1	98	2	-0.1	-0.2	1	0
7	Cc1ccccc1NC(=O)/C=C/c1cccc(C(F)(F)F)c1	6	2	17	96	-2	-2.1	0.0	-1	-2
8	O=C1NC(c2cn(-c3ccccc3)nc2-c2cccs2)C(C(=O)c2cccnc2)C(O)(C(F)(F)F)N1 (stereo not drawn)	2	7	11	86	5	3.5	-0.1	1	1
9	Cc1ccc(C(=O)NNC(=O)C2CCN(Cc3ccc(Cl)c(Cl)c3)CC2)cc1	3	2	9	93	9	2.2	-0.1	0	-2
10	c1cn2cc(-c3ccc4c(c3)OCO4)nc2s1	-3	12	22	92	11	0.3	0.0	8	3
11	COc1cc(NC(=O)C/C(C)=N/NC(=O)c2ccccn2)c(OC)cc1Cl	5	4	6	101	3	1.1	-0.4	8	-1
12	O=C(NCCCN1CCOCC1)c1cc2nc(-c3ccco3)cc(C(F)(F)F)n2n1	4	1	5	94	0	-2.8	-0.1	1	-1
13	CCOC(=O)CSc1cc(CS(C)(=O)=O)nc(-c2ccccn2)n1	5	4	16	102	0	-2.4	0.1	10	-1
14	O=C(Cc1ccc(Br)cc1)Nc1ccccc1N1CCCC1	-4	4	9	97	7	-0.4	0.2	6	0
15	Cc1cccc(-n2ncc3c2CCCC3NC(=O)Cn2cccn2)c1C (stereo not drawn)	-5	-2	-15	84	-5	-0.7	-0.1	8	7
16	CCOC(=O)c1oc2ccc(OC)cc2c1NC(=O)CN1CCN(C)CC1	1	7	-5	96	3	0.6	0.1	-21	5
17	O=C(CN(C(=O)c1csnn1)c1ccccc1)NCc1ccc2c(c1)OCO2	1	7	-3	97	5	-1.6	0.2	-13	-1
18	O=C(NC1CCCCCCC1)c1ccc(S(=O)(=O)N2CCCC2)cc1	6	-9	-2	103	-3	-2.2	-0.2	2	1
19	COc1cc2ccccc2cc1C(=O)NCC(c1cccs1)N(C)C (stereo not drawn)	-5	1	7	122	3	-0.5	0.1	-11	-2
20	CCN(CC)CCNCc1ccc(Br)cc1OCC(=O)NCc1ccccc1	0	-2	8	112	-1	2.0	0.4	-5	2
21	CN1CCN(CC(O)COc2ccc(OCC(O)CN3CCN(C)CC3)cc2)CC1 (stereo not drawn)	7	-2	-19	110	2	-0.6	0.7	-6	2
22	CCCc1cc(=O)n2[nH]c(-c3ccco3)nc2n1	4	1	9	199	8	0.8	0.1	1	3
23	CC1CCN(S(=O)(=O)c2cccc(C(=O)NCc3ccco3)c2)CC1	5	-2	20	91	2	-3.6	-0.2	-4	-2
24	CCn1c(SCC(=O)Nc2nc3ccccc3s2)nnc1-c1ccc(Br)cc1	2	-6	-19	94	-2	0.0	0.0	9	2
25	O=C(NNS(=O)(=O)c1ccc([N+](=O)[O-])cc1)c1cnn(-c2ccccc2)c1-n1cccc1	-9	2	-6	90	0	2.9	-0.2	-1	1
26	CCOC(=O)CCc1c(C)n(CC)c2cc(-c3ccccc3OC)nn2c1=O	4	2	0	93	3	-4.7	-0.1	4	2
27	COc1ccc(NC(=O)CCNS(=O)(=O)c2ccc3c(c2)c(=O)n(C)c(=O)n3C)c(OC)c1	2	-6	-10	95	-1	1.1	0.1	5	1
28	COc1ccccc1NC(=O)Nc1ccc2c(c1)CCC2	-2	9	-7	103	7	1.6	0.0	1	5
29	CCOc1cc(/C=C/c2cccc[n+]2C)ccc1OCC(=O)Nc1ccc(C)cc1	7	-19	7	104	-10	-43*	0.0	12	-1
30	CS(=O)(=O)N(CC(=O)NCCSCc1c(F)cccc1Cl)c1ccc2c(c1)OCO2	-4	-1	-11	104	2	1.0	0.1	-9	1

Overlap with the part before: 7 compounds, followed by the next part.
No.	SMILES	GLD-1 TGE inh	MCL1-BIM inh	ZTA counter	Yeast superoxide	Bcl-xL primary	MEX-5 binding	Efflux pump inh	EBNA-1 inh	Fam108B inh
24	CCn1c(SCC(=O)Nc2nc3ccccc3s2)nnc1-c1ccc(Br)cc1	2	-6	-19	94	-2	0.0	0.0	9	2
25	O=C(NNS(=O)(=O)c1ccc([N+](=O)[O-])cc1)c1cnn(-c2ccccc2)c1-n1cccc1	-9	2	-6	90	0	2.9	-0.2	-1	1
26	CCOC(=O)CCc1c(C)n(CC)c2cc(-c3ccccc3OC)nn2c1=O	4	2	0	93	3	-4.7	-0.1	4	2
27	COc1ccc(NC(=O)CCNS(=O)(=O)c2ccc3c(c2)c(=O)n(C)c(=O)n3C)c(OC)c1	2	-6	-10	95	-1	1.1	0.1	5	1
28	COc1ccccc1NC(=O)Nc1ccc2c(c1)CCC2	-2	9	-7	103	7	1.6	0.0	1	5
29	CCOc1cc(/C=C/c2cccc[n+]2C)ccc1OCC(=O)Nc1ccc(C)cc1	7	-19	7	104	-10	-43*	0.0	12	-1
30	CS(=O)(=O)N(CC(=O)NCCSCc1c(F)cccc1Cl)c1ccc2c(c1)OCO2	-4	-1	-11	104	2	1.0	0.1	-9	1
31	CCOc1ccc2nc(Cl)c(C3CC(c4ccco4)=NN3S(=O)(=O)c3ccccc3)cc2c1 (stereo not drawn)	-2	-6	-1	99	6	7.9	0.0	4	-8
32	Cc1cccc(C)c1OCc1cc(C(=O)NCC2CCCCC2)no1	0	3	9	128	4	-2.2	-0.5	8	2
33	COc1ccc(CNCCCSc2ncccn2)cc1OC	-2	5	2	110	9	1.2	-0.1	-2	3
34	Cc1cc(NC(=O)CSc2nnc(-c3cccnc3)n2C2CCCCC2C)no1 (stereo not drawn)	6	-4	13	90	-5	0.4	-0.2	10	3
35	CCCCNc1c(-c2ccc(OC)c(SC3CCCCC3)c2)nc2cc(C)ccn12	6	1	-5	99	0	-2.5	0.1	-14	10
36	Cc1ccc(C(=O)NNC(=O)c2ccncc2)cc1[N+](=O)[O-]	4	7	19	108	0	nt	-0.1	nt	nt
37	COC(CNC(=O)C1CCCN(S(=O)(=O)c2c(C)noc2/C=C/c2cccs2)C1)OC (stereo not drawn)	5	-1	-10	87	-1	0.6	0.1	-3	-2
38	O=C(CCCC(=O)c1ccccc1)Nc1ccc(F)cc1	5	2	7	103	3	1.3	-0.2	2	-2
39	COc1ccc(C(=O)NNC(=S)NC(=O)c2cccc([N+](=O)[O-])c2)cc1	-7	13	5	135	11	nt	0.0	-12	-1
40	COc1ccc(-c2cc(C(F)(F)F)nc(S(=O)(=O)CCC(=O)N3CCOCC3)n2)cc1	2	5	4	104	2	0.3	-0.2	0	-22
41	O=C(CN1CCCCCC1)Nc1ccc(Br)cc1[N+](=O)[O-]	1	9	-2	115	5	-2.8	0.0	-9	-4
42	CCN1C(=NCCc2c[nH]c3ccccc23)N[C@@H](c2ccccc2)[C@H](C(=O)OC)[C@H]1C	7	-15	-2	94	-7	1.4	-0.1	2	-5
43	O=C(CN(Cc1ccc(F)cc1)S(=O)(=O)c1ccc(S(=O)(=O)N2CCOCC2)cc1)Nc1ccccc1	4	3	8	99	-3	-1.5	-0.4	9	1
44	CC(O)C(NC(=O)OCc1ccccc1)C(=O)OCc1ccccc1 (stereo not drawn)	-3	1	-12	73	0	nt	-0.1	nt	nt
45	CN(C)CCCN1CC(=O)N2[C@@H](Cc3c([nH]c4ccccc34)C2(C)C)C1=O	0	3	4	102	1	-1.5	-0.1	1	0
46	CCc1ccc(-c2csc3nc[nH]c(=O)c23)cc1	-1	7	3	99	4	1.7	-0.1	-1	3
47	COc1cc(C(=O)NCCCN2CCCC2=O)cc(OC)c1OC	-4	4	7	87	5	-2.9	0.4	8	-2
48	[S-]c1nnc(-c2ccc(Br)cc2)n1-c1ccccc1.[Zn+2]	-2	-19	-4	140	-11	0.0	-0.2	-7	-6
49	COc1ccc(-c2nc3cc(C)ccn3c2NC(=O)c2ccccc2OC)cc1	4	-4	2	112	0	-1.4	-0.1	1	1
50	Cn1c(=O)cc(OCCCC(=O)NCCCN2CCN(Cc3ccccc3)CC2)c2ccccc21	4	6	9	93	3	1.1	0.0	8	-1
51	NC(=O)c1nsc(C(=O)N(Cc2cccnc2)C(C(=O)NC2CCCC2)c2ccc(F)cc2)c1N (stereo not drawn)	6	6	8	106	5	1.1	0.1	16	0
52	Cc1c(-c2cccs2)[n+](=O)c2c(n1[O-])CCCCC2	0	1	14	105	0	1.6	-0.2	10	-2
53	O=C(c1cccc2nc3ccccc3nc12)N1CCOCC1	12	3	0	80	3	-4.0	-0.1	-7	-2
54	CCOc1ccccc1NC(=O)N1CCC(n2nnc3cc(C)ccc32)CC1	2	-1	-1	98	10	-0.9	0.0	-7	-1
55	C=CCNC(=O)c1sccc1Oc1ccc(F)cc1[N+](=O)[O-]	-3	-2	1	127	5	-2.2	0.0	-1	-3
56	CCc1ccc(N2C(=O)CN(Cc3cc(OC)c(OC)c(OC)c3)C2=S)cc1	12	2	-3	88	5	2.7	0.1	11	-2
57	CCCCNC(=S)NNc1c(Cl)cc(Cl)cc1Cl	5	8	22	101	3	nt	-0.1	11	4
58	Oc1ccc(-c2nccc(-c3ccc(Cl)cc3)n2)cc1	-1	-1	3	127	3	-4.0	-0.1	-6	-7
59	COc1cc(C(C)=O)ccc1OCC(O)CN1CCN(c2ccc(F)cc2)CC1 (stereo not drawn)	-5	4	-3	101	5	-1.5	0.0	5	0
60	Cc1ccc(C(=O)N2CCN(c3ccc([N+](=O)[O-])c(N4CCOCC4)c3)CC2)cc1	-5	-1	7	87	0	0.6	0.3	3	-3

Compound profiles, as listed above.
`COc1cc(C(=O)NCCCN2CCCC2=O)cc(OC)c1OC` as listed: GLD-1 TGE inh = -4; MCL1-BIM inh = 4; ZTA counter = 7; Yeast superoxide = 87; Bcl-xL primary = 5; MEX-5 binding = -2.9; Efflux pump inh = 0.4; EBNA-1 inh = 8; Fam108B inh = -2
`Cc1ccc(C(=O)N2CCN(c3ccc([N+](=O)[O-])c(N4CCOCC4)c3)CC2)cc1` as listed: GLD-1 TGE inh = -5; MCL1-BIM inh = -1; ZTA counter = 7; Yeast superoxide = 87; Bcl-xL primary = 0; MEX-5 binding = 0.6; Efflux pump inh = 0.3; EBNA-1 inh = 3; Fam108B inh = -3

Source: PubChem BioAssay (several laboratories)
